ELG1 DNA repair: ELG1-dependent DNA repair inhibition; HEK293T ELG1-luciferase reporter, luminescence, 16 h; DNA damage induced by 5-fluorouridine; Potency, µM (series often up to 46.1 µM), for the others: at the highest dose activity change, negative = inhibition, usual class: inhibitors; actives 2.3% (n = 330,000); AID 504467; further: potency means the concentration at half of the fitted maximal effect; on the % scale 0 is the no-effect control and ±100 the full control effect; nearly all actives have a fitted effect of over 55% in size
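Overnight (16 hr) co-exposure of 2,000 cells/well to 5-fluorouridine and compound at 37 °C preceded detection. Luciferase was quantified via ONE-Glo luminescence; loss of signal denotes inhibition.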
Chronic BCR inh: chronic active BCR signaling inhibition | ABC-DLBCL IkBa-CBG/CBR reporter, luminescence ratio, 4 h | Potency, µM (series often up to 46.1 µM), for inactives: top-dose ratio change, negative = lower green/red ratio, most hits filed as inhibitors | actives 0.05% (n = 340,000); active means well fitted inhibition curve with a large enough effect in the signal ratio, with a control signal flat, not every such curve was filed as active; inconclusive means small, poorly fitted or top-dose-only effect, or effect the other way, or a change in a side signal; the % refers to the signal ratio;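 further: potency means the concentration at half of the fitted maximal effect; plate controls were basal doxycycline-induced cells for no effect and cells given 10 µM MG132 for full effect; MG132 reads +100%, hits lower the ratio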
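TMD8 ABC-DLBCL cells carrying doxycycline-inducible green luciferase fused to IkappaBalpha plus unfused red luciferase were exposed to compounds (up to 46 uM) for 4 hrs at 37C. Activity came from the overlap-corrected green/red luminescence ratio.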
Tb PFK block: blocks T. brucei phosphofructokinase; O15648; T. brucei PFK, ADP-Glo luminescence; Potency, µM (titrated, usually from 57.5 µM), for inactives: at the top dose activity, negative = inhibition, most hits filed as inhibitors; actives 0.17% (n = 330,000); AID 485367;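 further: potency means the concentration at half of the fitted maximal effect; 0% = uninhibited 1x PFK enzyme wells and -100% = no-enzyme wells; nearly all actives have a fitted effect of over 60% in size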
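1.25 nM PFK with 0.5 mM F6P and 0.1 mM ATP in 0.1 M TEA pH 8.0, 5 mM MgCl2, incubated 45 min at room temperature; ADP measured by ADP-Glo luminescence; compounds titrated up to 57 uM.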
B2AR arrestin: beta2AR (human) beta-arrestin recruitment activity. Potency, µM (highest dose often 46.1 µM), inactives show at the highest dose activation, actives largely listed as activators. beta-arrestin recruitment to beta2AR, cell-based reporter. actives 0.02% (n = 330,000). P07550;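 further: potency means the concentration at half of the fitted maximal effect; 0% = DMSO controls and full agonism = EC100 isoproterenol or metaproterenol; nearly all actives have a fitted effect of over 65% in size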
TCR act: activates T cell receptor signaling. primary human leukocytes, anti-CD3, IL-2 HTRF, 48 h. Potency, µM (titrated, usually from 9.22 µM), for inactives: top-dose activation of IL-2 secretion, hits mostly activators. 330,000 tested, under 10 active. AID 504894; further: % of control where 0% means no effect
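Human primary leukocytes + a-CD3 beads + cpd, 48 hr; IL-2 in supernatant by HTRF (ex 320nm / em 665nm). No co-stimulatory signal supplied.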
uPA surface inh: inhibitors of cell surface uPA generation | actives 0.31% (n = 330,000) | cell surface uPA generation assay, qHTS | AID 540303 | Potency, µM (top dose mostly 38.3 µM), for inactives: at the highest dose activity change, negative = inhibition, actives largely listed as inhibitors; active means well fitted inhibition curve with a large enough effect; inconclusive means small, poorly fitted or top-dose-only effect; inactive means no such curve, though single readings can be large or run the other way; tested in mouse RAW 264.7 cells; further: potency means the concentration at half of the fitted maximal effect; on the % scale 0 is the no-effect control and ±100 the full control effect; nearly all actives have a fitted effect of over 55% in size
PTAP TSG101 blk: blocks PTAP/TSG101 interaction to inhibit HIV-1 budding; Q99816; Fluorescence polarization, FITC-PTAP peptide / Tsg101 binding; Potency, µM (highest dose often 115 µM), without a hit: at the highest dose activity change, negative = inhibition, usual class: inhibitors; 340,000 tested, under 10 active; AID 493005; active means well fitted inhibition curve with a large enough effect in the main read-out, with a control signal flat, not every such curve was filed as active; inconclusive means small, poorly fitted or top-dose-only effect, or effect the other way, or a change in a side signal; inactive means no such curve, though single readings can be large or run the other way; further: potency means the concentration at half of the fitted maximal effect; % of control where 0% means no effect
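Fluorescence polarization binding of Tsg101 binding domain (10 uM final) to FITC-labeled PTAP peptide (50 nM final) in HEPES pH 7.5 buffer with NaCl, Tween 20, EDTA, TCEP. Compounds added before peptide; binding 20 min at RT.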
Mito fusion yeast: inhibitors of mitochondrial division or activators of mitochondrial fusion; actives 0.23% (n = 320,000); S. cerevisiae fusion-defective mutant growth rescue, CellTiterGlo 48 h; Potency, µM (highest dose often 46.1 µM), for the others: at the highest dose growth rescue (activation), actives largely listed as activators;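 further: potency means the concentration at half of the fitted maximal effect; % of control where 0% means no effect; nearly all actives have a fitted effect of over 45% in size; temperature-sensitive fusion mutants such as fzo1-1 at 37 °C on non-fermentable ethanol glycerol medium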
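S. cerevisiae fusion-defective temperature-sensitive mutants (e.g. fzo1-1, mgm1-5) grown 48 h at 37C in YPEG (ethanol/glycerol non-fermentable) medium with 23 nl compound per well; growth rescue read as CellTiterGlo luminescence.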
TSHR antagonist: antagonists of human thyroid stimulating hormone receptor; TSHR-expressing cells, TSH-stimulated cAMP HTRF, 2 h; hits give low values; activity change, negative = inhibition, % at 11.5 µM; actives 0.2% (n = 330,000); AID 504810;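 active means activity change below a set negative limit, meaning inhibition stronger than a set level, cut at about -70% in these data; inconclusive means activity change between two set negative limits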; further: on the % scale 0 is the no-effect control and ±100 the full control effect
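Read-out is FRET at 665 nm (cryptate excitation 337 nm) from a cryptate-tagged anti-cAMP antibody, competed by cell cAMP against cAMP-d2. Compounds are tested on freshly harvested TSHR cells challenged with 4nM TSH (EC80) for 2 hours at 37 deg C.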
USP2a inh: blocks human ubiquitin-specific protease USP2a; O75604; USP2 core, Ub-CHOP2 coupled fluorogenic reporter, 485/531; Potency, µM (series often up to 38.3 µM), for inactives: at the top dose activity change, negative = inhibition, actives largely listed as inhibitors; actives 0.01% (n = 330,000); AID 463254;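 further: potency means the concentration at half of the fitted maximal effect; plate controls were DMSO wells for no effect and full inhibition by NEM control for full effect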
Target sequence (O75604 whole entry, looked up): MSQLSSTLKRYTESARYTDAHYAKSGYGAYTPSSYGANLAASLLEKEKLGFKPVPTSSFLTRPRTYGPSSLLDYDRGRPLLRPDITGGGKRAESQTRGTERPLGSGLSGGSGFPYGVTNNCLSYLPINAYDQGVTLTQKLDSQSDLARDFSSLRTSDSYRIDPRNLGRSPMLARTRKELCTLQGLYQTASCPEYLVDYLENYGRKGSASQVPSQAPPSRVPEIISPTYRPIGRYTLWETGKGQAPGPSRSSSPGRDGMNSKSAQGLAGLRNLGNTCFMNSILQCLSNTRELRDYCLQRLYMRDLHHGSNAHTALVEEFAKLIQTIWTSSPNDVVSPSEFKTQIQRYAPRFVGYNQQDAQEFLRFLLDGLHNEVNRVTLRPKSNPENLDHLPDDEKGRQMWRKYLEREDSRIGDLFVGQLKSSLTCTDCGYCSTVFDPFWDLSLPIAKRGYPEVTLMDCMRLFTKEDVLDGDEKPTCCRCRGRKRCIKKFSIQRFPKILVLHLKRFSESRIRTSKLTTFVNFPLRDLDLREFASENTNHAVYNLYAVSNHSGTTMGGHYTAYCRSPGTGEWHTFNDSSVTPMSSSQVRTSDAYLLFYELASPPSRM
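Cell-free coupled assay: 10nM USP2 core preincubated 30min RT with compound in Tris-HCl pH 8.0/CaCl2/CHAPS buffer, then 25nM Ub-CHOP2 and 25nM reporter substrate; fluorescence (Ex 485/Em 531) read after 60min RT, normalized to NEM inhibition, concentration-response curves fitted.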
Eya2 phos inh: Eya2 (human) phosphatase inhibition. O00167. recombinant Eya2, OMFP fluorescence dephosphorylation (OMFP is methylfluorescein phosphate). Potency, µM (series often up to 76.9 µM), inactives show top-dose activity, negative = inhibition, most hits filed as inhibitors. actives 0.006% (n = 330,000); further: potency means the concentration at half of the fitted maximal effect; on the % scale 0 is the no-effect control and ±100 the full control effect
Target sequence (O00167 whole entry, looked up): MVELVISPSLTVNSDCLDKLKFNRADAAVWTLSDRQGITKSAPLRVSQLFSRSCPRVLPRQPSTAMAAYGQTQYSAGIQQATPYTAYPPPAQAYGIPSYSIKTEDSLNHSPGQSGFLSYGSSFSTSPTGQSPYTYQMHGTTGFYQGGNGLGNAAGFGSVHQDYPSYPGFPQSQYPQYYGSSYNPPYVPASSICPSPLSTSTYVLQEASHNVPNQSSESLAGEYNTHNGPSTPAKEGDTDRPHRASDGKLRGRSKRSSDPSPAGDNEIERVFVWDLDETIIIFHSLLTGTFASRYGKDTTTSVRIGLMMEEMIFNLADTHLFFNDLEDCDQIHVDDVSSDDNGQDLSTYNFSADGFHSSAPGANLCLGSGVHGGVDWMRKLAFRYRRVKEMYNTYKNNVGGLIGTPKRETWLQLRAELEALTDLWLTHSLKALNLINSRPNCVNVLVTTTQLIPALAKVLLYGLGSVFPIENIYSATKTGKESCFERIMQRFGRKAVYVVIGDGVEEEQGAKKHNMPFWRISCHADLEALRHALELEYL
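Eya2 protein (added as 0.2 uM solution) was preincubated with compound for 10 min at ambient temperature in 50 mM HEPES pH 7.5, 50 mM NaCl, 5 uM MgCl2, 0.05% BSA, 1 mM DTT. OMFP (added at 50 uM) then reacted 10 min; fluorescence read at 485/525 nm.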
* hit, by the source's call; [ ] = dose if it differs, or a comment. Unless noted, the call rests on the fitted dose curve; in most records, active means well fitted curve in the direction sought with a large enough effect; inconclusive means small, poorly fitted or top-dose-only effect, or another doubt; inactive means no such curve, though single readings can be large; an effect the other way counts as inactive or inconclusive.

For CCN(CC)C(=O)c1ccc(NC(=O)COc2ccccc2F)cc1 the results were ELG1 DNA repair 11%, Chronic BCR inh 12%, Tb PFK block 1%, B2AR arrestin 0.1%, TCR act 6%, uPA surface inh 6%, PTAP TSG101 blk 0%, Mito fusion yeast 13%, TSHR antagonist 9, USP2a inh 0% and Eya2 phos inh -9%.
O=C(c1ccc(Cl)cc1)C1CCCN(Cc2cccc3cccnc23)C1 (stereo unspecified) was read as ELG1 DNA repair -1%, Chronic BCR inh -14%, Tb PFK block 0%, B2AR arrestin 0.1%, TCR act -5%, uPA surface inh -4%, PTAP TSG101 blk 0%, Mito fusion yeast -6%, TSHR antagonist 31, USP2a inh -4% and Eya2 phos inh 4%.
COC(=O)C1=C(c2ccc(OC(F)(F)F)cc2)C[C@@H]2CC[C@H]1N2C(=O)NC1CC1 was read as ELG1 DNA repair 1%, Chronic BCR inh -6%, Tb PFK block -7%, B2AR arrestin -0.5%, TCR act -5%, uPA surface inh 12%, PTAP TSG101 blk -2%, Mito fusion yeast -3%, TSHR antagonist 10, USP2a inh -3% and Eya2 phos inh -9%.
Screening CCCCn1c(=O)c(C(=O)Nc2ccc(C)cn2)c(O)c2ccccc21 returned ELG1 DNA repair 14%, Chronic BCR inh -2%, Tb PFK block 0%, B2AR arrestin 0.4%, TCR act -4%, uPA surface inh -7%, PTAP TSG101 blk -1%, Mito fusion yeast -2%, TSHR antagonist 1, USP2a inh 1% and Eya2 phos inh -9%.
`Cc1cc(/C=C2\C(=O)NC(=O)N(c3ccc(Br)cc3)C2=O)c(C)n1-c1cc(C(=O)O)cc(C(=O)O)c1` gave ELG1 DNA repair 8%, Chronic BCR inh 2%, Tb PFK block -21%, B2AR arrestin -0.1%, TCR act -2%, uPA surface inh -4%, PTAP TSG101 blk 1%, Mito fusion yeast 22%, TSHR antagonist 3, USP2a inh -1% and Eya2 phos inh 7%.
CCC(=NCc1ccco1)c1c(O)n(-c2ccc(C)cc2)c(=O)[nH]c1=O was read as ELG1 DNA repair -9%, Chronic BCR inh 7%, Tb PFK block 1%, B2AR arrestin -1.9%, TCR act -2%, PTAP TSG101 blk -2%, Mito fusion yeast 0%, TSHR antagonist 7, USP2a inh 1% and Eya2 phos inh 8%.
Screening CC1(C)CC2(CCO1)NCCN1C(=O)CSC12 (stereo unspecified) returned ELG1 DNA repair 7%, Chronic BCR inh 5%, Tb PFK block 6%, B2AR arrestin 0.3%, TCR act -1%, uPA surface inh -1%, PTAP TSG101 blk 1%, Mito fusion yeast 2%, TSHR antagonist -1, USP2a inh 1% and Eya2 phos inh -5%.
For COc1cc(CCN)ccc1O the results were ELG1 DNA repair 16%, Chronic BCR inh -5%, Tb PFK block -11%, B2AR arrestin 4.7%, TCR act -9%, uPA surface inh 0%, PTAP TSG101 blk -2%, Mito fusion yeast 8%, TSHR antagonist 0, USP2a inh -1% and Eya2 phos inh -12%.
`CC(=NCC1CCCO1)c1c(O)n(C)c(=O)n(C)c1=O` (stereo unspecified) gave ELG1 DNA repair -18%, Chronic BCR inh 12%, Tb PFK block -5%, B2AR arrestin -0.2%, TCR act -2%, uPA surface inh -1%, PTAP TSG101 blk -4%, Mito fusion yeast -1%, TSHR antagonist -8, USP2a inh 6% and Eya2 phos inh -4%.
Screening COC(=O)C1=C(c2cccc(OCc3ccccc3)c2)C[C@@H]2CC[C@H]1N2C(=O)NCc1ccccc1 returned ELG1 DNA repair -28%, Chronic BCR inh -6%, Tb PFK block 2%, B2AR arrestin 2.9%, TCR act -4%, uPA surface inh inconclusive, PTAP TSG101 blk -1%, Mito fusion yeast 27%, TSHR antagonist -4, USP2a inh -1% and Eya2 phos inh -14%.
For CC1=C(C(=O)OCc2ccc3c(c2)OCO3)C(c2ccccc2)NC(=O)N1 (stereo unspecified) the results were ELG1 DNA repair 2.1µM*, Chronic BCR inh 1%, Tb PFK block 2%, B2AR arrestin -0.6%, TCR act 0%, uPA surface inh inconclusive, PTAP TSG101 blk -5%, Mito fusion yeast 1%, TSHR antagonist -1, USP2a inh 1% and Eya2 phos inh 0%[15.4 µM].
S=C(NCCCN1CCOCC1)N1CCN(c2nc(-c3ccc(Cl)cc3)cs2)CC1 was read as ELG1 DNA repair 10%, Chronic BCR inh 14%, Tb PFK block 2%, B2AR arrestin 0.4%, TCR act -6%, uPA surface inh inconclusive, PTAP TSG101 blk -4%, Mito fusion yeast 6%, TSHR antagonist -17, USP2a inh -1% and Eya2 phos inh 4%.
`COc1ccc(CN2C(=O)NC(=O)/C(=C\c3cc(OC)c(OC)c(OC)c3)C2=O)cc1` gave ELG1 DNA repair inconclusive, Chronic BCR inh -6%, Tb PFK block -9%, B2AR arrestin 0.1%, TCR act -4%, uPA surface inh 1%, PTAP TSG101 blk 0%, Mito fusion yeast -3%, TSHR antagonist -7, USP2a inh -1% and Eya2 phos inh 14%.
For COC(=O)C1=C(c2ccc(-c3ccccc3)c(F)c2)C[C@@H]2CC[C@H]1N2C(=O)NCC1CC1 the results were ELG1 DNA repair 9%, Chronic BCR inh inconclusive, Tb PFK block -1%, B2AR arrestin 10%, TCR act -3%, uPA surface inh inconclusive, PTAP TSG101 blk -6%, Mito fusion yeast 20µM*, TSHR antagonist -44, USP2a inh -4% and Eya2 phos inh -33%.
`COc1ccc(N2C(=O)NC(=O)/C(=C/c3ccc(N4CCOCC4)cc3)C2=O)cc1` gave ELG1 DNA repair 10%, Chronic BCR inh 1%, Tb PFK block 4%, B2AR arrestin 0.3%, Mito fusion yeast -5%, TSHR antagonist -2, USP2a inh 1% and Eya2 phos inh 2%.
`CCCCn1c(O)c(C(CC)=NCc2ccco2)c(=O)[nH]c1=O` gave ELG1 DNA repair 1%, Chronic BCR inh 14%, Tb PFK block 2%, B2AR arrestin 0.4%, TCR act 0%, PTAP TSG101 blk -1%, Mito fusion yeast -4%, TSHR antagonist -5, USP2a inh 3% and Eya2 phos inh -1%.
Screening CCCCn1c(O)c(C(C)=NCCCn2ccnc2)c(=O)[nH]c1=O returned ELG1 DNA repair -2%, Chronic BCR inh inconclusive, Tb PFK block -4%, B2AR arrestin -0.4%, TCR act 2%, uPA surface inh 3%, PTAP TSG101 blk -7%, Mito fusion yeast -1%, TSHR antagonist -8, USP2a inh 2% and Eya2 phos inh -17%.
`Cc1c(C(=O)N2CCC3(CC2)OCCO3)oc2ccccc12` gave ELG1 DNA repair 9%, Chronic BCR inh inconclusive, Tb PFK block -6%, B2AR arrestin -0.2%, uPA surface inh -2%, Mito fusion yeast 0%, TSHR antagonist 4, USP2a inh 1% and Eya2 phos inh -7%.
N#CCN1CCN(c2ccc(C(F)(F)F)cc2)CC1 was read as ELG1 DNA repair 0%, Chronic BCR inh -1%, Tb PFK block 0%, B2AR arrestin -0.2%, TCR act 2%[46.1 µM], uPA surface inh 2%, PTAP TSG101 blk inconclusive, Mito fusion yeast -7%, TSHR antagonist 7, USP2a inh -3% and Eya2 phos inh 3%.
For Cc1ccc2c(c1)COc1c3ccc(C(=O)NCC4CC4)cc3nn1-2 the results were ELG1 DNA repair inconclusive, Chronic BCR inh inconclusive, Tb PFK block 4%, B2AR arrestin -0.4%, TCR act -4%, uPA surface inh inconclusive, PTAP TSG101 blk -1%, Mito fusion yeast 17%, TSHR antagonist -2, USP2a inh 9% and Eya2 phos inh -7%.
`Cn1nc(C(F)(F)F)c(-c2ccccc2)c1N` gave ELG1 DNA repair inconclusive, Chronic BCR inh -4%, Tb PFK block -1%, B2AR arrestin -0.3%, TCR act 9%, uPA surface inh -4%, PTAP TSG101 blk 0%, Mito fusion yeast -20%, TSHR antagonist 1, USP2a inh -1% and Eya2 phos inh 3%.
Cc1cnc(NC(=O)CN2CCCCC2)s1 was read as ELG1 DNA repair 7%, Chronic BCR inh 2%, Tb PFK block 0%, B2AR arrestin 0.9%, uPA surface inh 2%, PTAP TSG101 blk 0%, Mito fusion yeast 1%, TSHR antagonist 2, USP2a inh 2% and Eya2 phos inh 10%.
`C[C@]12CCC3C(CC[C@H]4C[C@H](O)CC[C@]34C)C1C[C@@H](CCCCl)[C@@H]2O` (stereo partly specified) gave ELG1 DNA repair inconclusive, Chronic BCR inh -10%, Tb PFK block 0%, B2AR arrestin -0.3%, TSHR antagonist -7, USP2a inh -6% and Eya2 phos inh -23%.
`O=P(Nc1cccc(F)c1)(Oc1ccccc1F)Oc1ccccc1F` gave ELG1 DNA repair inconclusive, Chronic BCR inh -19%, Tb PFK block 3%, B2AR arrestin -0.4%, TCR act -3%, uPA surface inh -6%, PTAP TSG101 blk -4%, Mito fusion yeast 14%, TSHR antagonist 0, USP2a inh 2% and Eya2 phos inh 2%.

Source: PubChem BioAssay (National Center for Advancing Translational Sciences (NCATS))

This is a subset. The share of hits here may be higher or lower than overall.
